CFTR F508del cor = CFTR F508del correction in bronchial cells; CFBE cells, YFP halide quenching; stimulated with forskolin plus potentiator P3; % fluorescence drop versus neutral controls; activity (quench increase), % at 7.58 µM; hit rate 0.36% among 350,000; AID 720511;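 active = mean added fluorescence quench of at least 8% versus neutral control, with both replicates also reaching 8%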;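 note: cells transiently co-express mutant CFTR-F508del with the halide-sensitive YFP; corrector assay measuring rescue of mutant channel to the surface after 24 h compound exposure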
ERAP1 inh = inhibitors of human ERAP1 aminopeptidase | recombinant ERAP1, Leu-AMC fluorescence, 60 min | inhibition, % at 10.7 µM | hit rate 0.15% among 340,000;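 active = mean replicate inhibition of at least 30%, or all replicates individually reaching that 30% level; inactive = mean below 30% and not every replicate reaching it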;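 note: 0% = neutral control wells and 100% = L-leucinethiol positive control wells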
RAD54 branch = blocks human RAD54 Holliday junction branch migration; inhibition, % at 10.4 µM; FAM/BHQ fluorescence; hit rate 0.14% among 360,000; Q92698;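 active = mean normalized replicate activity at least 40 and at least half of replicates scoring 40 or more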;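 note: 0% = median of neutral control wells and 100% = median of positive control wells; inhibitors cause a drop in the FAM fluorescence signal; in these data hits start at about 50%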
INS-1E GSIS act = GLuc luminescence reporter in INS-1E cells, primary screen for activators of glucose-dependent secretion of insulin; hit rate 0.61% among 370,000; activation, % at 16.6 µM; INS-1E GLuc reporter insulin secretion, 2-3 h;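 active = lowest replicate activation of at least 40%, so every replicate reaches that level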;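 note: 0% = median of neutral control wells and 100% = median of IBMX positive control wells; some compounds called inactive have numbers as strong as hits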
ARNT-TACC3 inh = disrupts binding between human ARNT and TACC3; AlphaScreen His-ARNT PAS-B/GST-TACC3 binding, luminescence; TACC3 fragment carries E629A point mutation; inhibition, % at 9.99 µM; hit rate 0.66% among 390,000;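 active = mean inhibition of replicates at least 50% and at least half of replicates each reaching 50%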;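 note: 0% = complete ARNT plus TACC3 wells and 100% = ARNT alone without TACC3; many hits fall short of the cut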
RAD52 anneal inh = blocks human RAD52 DNA annealing; recombinant RAD52 DNA annealing, FRET fluorescence; AID 651710; hit rate 0.46% among 360,000; P43351; inhibition, % at 18.7 µM;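 active = every replicate showing at least 50% inhibition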
Target sequence (P43351 whole entry, looked up): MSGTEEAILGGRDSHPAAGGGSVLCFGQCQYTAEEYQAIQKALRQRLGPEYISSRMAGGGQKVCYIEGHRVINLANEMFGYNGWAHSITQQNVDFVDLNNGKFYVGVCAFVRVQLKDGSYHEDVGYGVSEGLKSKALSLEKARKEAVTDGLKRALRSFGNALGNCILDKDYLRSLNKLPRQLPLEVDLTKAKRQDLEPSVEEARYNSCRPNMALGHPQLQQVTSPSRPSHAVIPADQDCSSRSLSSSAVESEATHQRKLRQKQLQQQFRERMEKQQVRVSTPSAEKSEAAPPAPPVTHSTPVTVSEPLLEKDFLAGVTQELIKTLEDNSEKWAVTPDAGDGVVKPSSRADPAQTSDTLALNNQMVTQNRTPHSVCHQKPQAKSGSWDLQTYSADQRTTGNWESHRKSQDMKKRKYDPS
Xi reactivation = reactivates the inactive X chromosome in mouse fibroblasts; XiGFP mouse fibroblasts, % GFP-positive cells imaging, 3 d; cells co-treated with 5-aza-dC sensitizer; scaled so ellipticine positive control = 100%; activation, % at 7.58 µM; hit rate 0.055% among 360,000;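 active = mean normalized replicate activation at least 10% and every replicate at or above 10%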;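 note: 0% = median of on-plate neutral control wells and 100% = ellipticine 6 µM median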
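System: SV40-immortalized XiGFP fibroblast cells, line 68-5-11 / Incubation: 3-day compound exposure, then 15 min fixation at room temperature / Compound: single concentration per compound, delivered by pin transfer / Buffer or medium: DMEM plus 5-aza-dC sensitizer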
esBAF inh = SWI/SNF esBAF complex inhibition; mouse ES cells, Bmi1-luciferase knock-in reporter, 24 h; 100% = twice the neutral-well signal; reporter increase, % at 12.5 µM; hit rate 2% among 350,000; in the data active = activation above about 40%;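 note: 0% = median of the plate's neutral control wells and 100% = double that signal; a rise in the Bmi1 reporter signal indicates esBAF inhibition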
An asterisk follows results filed as active; . = not tested or not shown.

SMILES	CFTR F508del cor	ERAP1 inh	RAD54 branch	INS-1E GSIS act	ARNT-TACC3 inh	RAD52 anneal inh	Xi reactivation	esBAF inh
C[C@H](CO)N1C[C@H](C)[C@@H](CN(C)C(=O)Nc2ccc(F)cc2)Oc2ccc(NC(=O)Cc3cn(C)c4ccccc34)cc2C1=O	2.7	1	4	-2	7	-12	-1.1	0
Cc1ccc(NC(=O)C2CCN(S(=O)(=O)c3ccc4c(c3)oc(=O)n4C)CC2)cc1	-1.9	-2	-9	8	-5	-17	0.0	-6
CC(NS(=O)(=O)c1ccc(NC(=O)N2CCCCC2)cc1)c1ccccc1 (stereo unspecified)	0.8	0	-8	21	-5	3	-0.1	.
CCCC(=O)Nc1ccc2c(c1)OC[C@@H](C)N(C(=O)c1cccnc1)C[C@H](C)[C@@H](OC)CN(C)C2=O	1.3	.	.	10	.	.	-0.1	-1
CCOC(=O)C1CN(S(=O)(=O)c2ccc(C)cc2)c2ccccc2O1 (stereo unspecified)	1.1	1	-11	4	-3	-24	0.1	1
O=c1[nH][nH]c2c([N+](=O)[O-])ccc(F)c12	-0.8	5	.	9	.	-9	0.1	.
O=C(C[C@H]1CC[C@H]2[C@@H](COC[C@H](O)CN2S(=O)(=O)c2ccccc2)O1)Nc1ccc(-c2ccccc2)cc1	2.4	1	-5	-9	-2	-4	0.2	4
O=C(CC1C(=O)NCCN1CC1CCCCC1)NCCc1ccc(F)cc1 (stereo unspecified)	-1.3	-2	.	-11	.	-43	0.0	.
COc1cccc(OCC(O)CN2CCN(CCN3C(=O)c4cccc5cccc(c45)C3=O)CC2)c1 (stereo unspecified)	3.3	-3	.	-5	12	91*	0.0	.
O=C(Cn1nc(Cc2cccnc2)c2ccccc2c1=O)NCC1CCCO1 (stereo unspecified)	-0.9	5	2	7	-5	3	0.2	-8
CCOP(=O)(OCC)C(Nc1cccc(C(F)(F)F)c1)c1ccc(F)cc1 (stereo unspecified)	.	-2	.	-17	2	-16	0.1	.
CCn1c(SCC(=O)O)nnc1C1CCCCC1	-3.7	-13	0	9	-3	-5	.	7
Cc1ccc2[nH]cc(S(=O)(=O)c3ccc(F)cc3)c(=O)c2c1	5.9	1	.	15	-1	-2	0.3	.
Cc1cccc(N(C(=O)Cn2nnc3ccccc32)C(C(=O)NC(C)(C)C)c2ccsc2)c1C (stereo unspecified)	.	.	0	-16	-15	.	.	-4
COC(=O)c1ccc(C(=O)OC)c(NC(=O)C(C)(C)C)c1	-4.4	0	.	4	2	11	-0.1	.
CC(C)C#Cc1ccc2c(c1)O[C@H](CN(C)C(=O)C1CCCCC1)[C@H](C)CN([C@H](C)CO)S2(=O)=O	-4.7	.	.	-16	.	.	-0.8	2
CCCN(C)C[C@H]1OCc2cn(nn2)CCCC(=O)N([C@H](C)CO)C[C@H]1C	3.1	0	6	5	2	12	-0.5	-6
COc1ccc(N2CCN(C(=O)c3cccc(N4C(=O)C5C6C=CC(C6)C5C4=O)c3)CC2)cc1 (stereo unspecified)	-0.8	4	-17	-5	2	-8	0.0	-7
COc1ccc(NC(=O)N2C[C@@H](O)COC[C@@H]3O[C@@H](CC(=O)N4CCCCC4)CC[C@H]32)cc1	-0.7	2	4	9	-2	0	0.2	-2
COCc1cc(N2CCNC[C@@H]2C)ccc1N1C[C@@H](C)O[C@@H](C)C1	-0.3	3	.	.	.	6	0.4	.
C[C@H]1CN([C@@H](C)CO)C(=O)c2c(c3ccccc3n2C)-c2ccccc2CO[C@@H]1CN(C)C(=O)Cc1ccccc1	-3.7	-1	-12	-1	6	22	-0.7	3
COc1ccc(CN2C[C@@H](C)[C@@H](OC)CN(C)C(=O)c3cc(NC(C)=O)ccc3OC[C@@H]2C)cc1	-2.3	3	-1	3	-10	-11	0.5	3
CCNC(=O)COC(=O)CCNC(=O)c1cccc(C)c1	-0.9	-1	-4	-3	-7	-12	0.1	4
Cc1cc(Cn2nc(C(=O)NCC3CC3)cc2-c2ccccc2)on1	2.0	-8	-8	-6	1	-8	-0.1	4
CCOC(=O)C(Cc1ccccc1)c1ccnc2ncnn12 (stereo unspecified)	-2.7	1	.	8	-6	9	-0.1	.
SMILES	CFTR F508del cor	ERAP1 inh	RAD54 branch	INS-1E GSIS act	ARNT-TACC3 inh	RAD52 anneal inh	Xi reactivation	esBAF inh
CC(=O)Nc1ccc(-c2ccnc3c2CC(C(=O)NCCc2ccccc2)O3)cc1 (stereo unspecified)	0.0	3	-5	10	.	-13	0.1	0
CC[C@H](C)[C@@H]1NC(=O)c2cc([N+](=O)[O-])cc(F)c2NCCCC[C@@H](C(N)=O)NC(=O)[C@H](CC(N)=O)NC1=O	-0.4	6	-1	.	1	-9	0.0	-7
C[C@H]1CN(S(=O)C(C)(C)C)[C@H](CCO)/C1=C\CCO (stereo partly specified)	-0.8	1	0	-8	-3	-8	0.2	-3
CCCC(=O)Nc1nc2ccc(NC(=O)c3c(F)c(F)c(OC)c(F)c3F)cc2s1	13*	2	-7	-20	-6	-9	4.8	-33
Cc1ccc(F)c(CNC(=O)C2CCC(=O)N(CCN3CCOCC3)C2)c1F (stereo unspecified)	1.9	-7	-3	24	-7	11	0.3	5
CCCC1=NN(C(=O)C(=O)Nc2ccc(Br)cc2)C(O)(C(F)(F)F)C1 (stereo unspecified)	-1.4	-2	.	-32	7	6	0.3	.
CC1(C)CC(=O)C(Sc2ccccc2[N+](=O)[O-])=C(O)C1	.	.	-3	-4	2	.	0.0	.
O=C(CCSc1ccc(Cl)cc1)N1CCN(S(=O)(=O)c2ccccc2)CC1	-3.4	-2	8	-15	.	-5	0.4	3
CC(C)NC(=O)N(C)C[C@@H]1OCCCC[C@@H](C)Oc2ccc(NC(=O)Nc3ccc(C(F)(F)F)cc3)cc2C(=O)N([C@H](C)CO)C[C@@H]1C	-0.9	0	4	22	3	-11	0.3	3
Cc1c(C(=O)N2CCC3(CC2)CC(=O)c2ccccc2O3)cccc1[N+](=O)[O-]	2.2	-4	-4	5	6	5	0.0	1
Cc1cc(C)n2nc(SCC(=O)N/N=C/c3ccccc3F)nc2n1	0.1	2	-1	17	4	4	.	-1
Cc1cnc([N+](=O)[O-])n1CCOC(=O)NC(=O)c1ccc(F)cc1	-2.4	-1	.	26	1	-10	0.0	.
C/C=C/c1cnc2c(c1)C(=O)N([C@H](C)CO)C[C@@H](C)[C@H](CN(C)C(=O)Nc1ccc(F)cc1)O2	-4.5	-2	3	8	-9	-10	-1.2	7
C=CCN=C1NC(c2ccc(F)cc2)C(C(=O)OC)=C(C)N1C (stereo unspecified)	1.0	1	.	-2	.	-10	-0.1	.
O=C(COc1ccc2c3c(c(=O)oc2c1)CCC3)Nc1ccc(CCO)cc1	-0.6	1	0	15	-5	4	0.0	0
Cc1ccc(S(=O)(=O)CCOC(=O)CNC(=O)OCc2ccccc2)cc1	-1.5	2	-10	-1	.	-15	0.2	-8
COc1ccc(C(=O)N/N=C/c2ccc(OC(=O)c3cccc4ccccc34)c([N+](=O)[O-])c2)cc1	.	-1	.	.	12	-1	-0.1	.
COc1ccc(NC(=O)Nc2ccc3c(c2)C(=O)N([C@@H](C)CO)C[C@@H](C)[C@H](CN(C)S(=O)(=O)c2cccs2)O3)cc1	0.6	2	5	-17	6	-5	0.0	-4
C[C@@H]1CCCCO[C@@H](CN(C)S(=O)(=O)c2cn(C)cn2)[C@@H](C)CN([C@H](C)CO)C(=O)c2cc(NC(=O)Cc3ccccc3)ccc2O1	1.2	.	3	2	-1	.	-0.9	-2
COc1ccc2c(c1)CCC1C2=NN(/C(C)=C\C(C)=O)C1c1ccc(F)cc1 (stereo unspecified)	-4.9	3	.	-9	-1	-143	0.1	.
C=CCn1c(SCc2ccc(Cl)c(Cl)c2)nnc1C(CO)NC(=O)c1ccc(OC)cc1 (stereo unspecified)	0.5	0	.	-38	6	-16	0.5	.
CO[C@H]1CN(C)C(=O)c2cc(NC(=O)c3ccccc3F)ccc2OC[C@@H](C)N(CC2CC2)C[C@H]1C	2.4	-7	11	7	-5	-3	-0.2	0
O=C(Nc1ccc(F)cc1)N1C[C@H]2[C@@H](c3ccccc31)[C@H](CO)N2C(=O)c1ccc(F)cc1	-0.6	.	6	-6	-8	.	0.0	3
CCCCNC(=O)C[C@H]1C[C@@]2(C(=O)OC)C(=C[C@H](C(C)(C)C)O[C@@H]2C)N(Cc2ccccc2)C1=O	1.3	-3	.	.	.	-15	0.1	.
Cc1cc(C)c2nc(N(CCCN(C)C)C(=O)c3ccc(S(=O)(=O)N4CCCCCC4)cc3)sc2c1	1.7	-4	6	-46	11	61*	0.5	.
SMILES	CFTR F508del cor	ERAP1 inh	RAD54 branch	INS-1E GSIS act	ARNT-TACC3 inh	RAD52 anneal inh	Xi reactivation	esBAF inh
Cc1ccc(S(=O)(=O)N(C)C[C@@H]2OCCCC[C@@H](C)Oc3ccc(N(C)C)cc3C(=O)N([C@H](C)CO)C[C@@H]2C)cc1	-1.1	-1	-3	19	27	-7	-0.1	6
O=C(Cc1ccc(NC(=O)C2CCN(C(=O)C3CCC3)CC2)cc1)Nc1cccc(C(=O)N2CCCCC2)c1	0.4	.	-10	-1	2	-14	0.0	4
CO[C@H]1CN(C)C(=O)c2ccc(NC(=O)c3cccc(F)c3)cc2OC[C@@H](C)N(C)C[C@H]1C	0.4	3	8	-3	0	8	0.2	-3
C[C@H]1CN([C@@H](C)CO)C(=O)c2cc(C#CCN(C)C)cnc2O[C@@H]1CN(C)C(=O)Cc1cccnc1	-1.8	-1	-10	8	0	6	0.6	-4
CN1CCN(S(=O)(=O)c2ccc(N(C)Cc3cccc(F)c3)nc2)CC1	2.7	2	0	4	1	-12	0.0	-1
Cc1noc(C)c1S(=O)(=O)N(C)C[C@@H]1OCCCC[C@@H](C)Oc2ccc(NC(=O)Nc3ccc(C(F)(F)F)cc3)cc2C(=O)N([C@H](C)CO)C[C@@H]1C	-0.9	0	0	9	-4	10	0.1	8
N#CC(c1ccccc1O)N1N=C(c2ccccc2)CC1c1ccccc1 (stereo unspecified)	2.8	1	6	1	-34	-46	0.5	58*
COc1ccc(-c2cc(C(=O)Nc3ccc(C)c(N)c3)c3ccccc3n2)cc1	-0.6	-4	5	-8	4	-29	0.0	38
Cc1ccc(C)c(Nc2nc3ccccc3[nH]2)c1	1.0	2	0	-1	6	-17	0.0	-4
Cc1ccc(S(=O)(=O)NC[C@H]2O[C@@H](n3cnc4c(N)ncnc43)[C@H](O)[C@@H]2O)cc1	0.1	-8	-5	27	.	-1	-0.2	-5
O=C(CN1CCN(C(=O)c2cccc(S(=O)(=O)N3CCCC3)c2)CC1)Nc1cccc(F)c1	-3.9	0	2	-9	-3	8	0.3	-4
Cc1nn(C)c(C)c1CNC(=O)Nc1ccc(Cl)cc1	-0.8	2	-10	-8	-6	-13	0.2	26
Cc1cc(C)n(-c2nc(SCC(=O)O)c3c4c(sc3n2)COC(C)(C)C4)n1	2.1	.	.	43*	11	-6	.	.

Copied from the listing for reference:
SMILES	CFTR F508del cor	ERAP1 inh	RAD54 branch	INS-1E GSIS act	ARNT-TACC3 inh	RAD52 anneal inh	Xi reactivation	esBAF inh
Cc1ccc(S(=O)(=O)N(C)C[C@@H]2OCCCC[C@@H](C)Oc3ccc(N(C)C)cc3C(=O)N([C@H](C)CO)C[C@@H]2C)cc1	-1.1	-1	-3	19	27	-7	-0.1	6
O=C(Cc1ccc(NC(=O)C2CCN(C(=O)C3CCC3)CC2)cc1)Nc1cccc(C(=O)N2CCCCC2)c1	0.4	.	-10	-1	2	-14	0.0	4
